Screening data as filed in PubChem BioAssay.
MEKK2 WT-MEK5 = modulators of MEK5 binding to wildtype MEKK2, primary screen, biochemical, multiplex bead flow cytometry, Alexa488-MEK5. AID 1531, 2009. Alexa488-MEK5 binding to MEKK2 WT; actives lie on both sides. Mitogen-activated protein kinase kinase kinase 2 (Homo sapiens), Q9Y2U5. actives 1.1% (n = 290,000). binding response (% of control), % at 10 µM; in the data active = binding response below about 67% or above about 130%
GPR7 antag = GPR7 receptor antagonists, primary screen, cell-based, fluorescence, single concentration | GPR7-expressing cells, fluorescence antagonist assay | Neuropeptides B/W receptor type 1 (Homo sapiens), P48145 | AID 1861, 2009 | inhibition, % at 4.4 µM | actives 1.1% (n = 290,000); in the data active = inhibition above about 16%, passing the limit was not always enough;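 note: cells stimulated with the agonist NPW; 0% = agonist with vehicle and 100% = vehicle without agonist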
Target sequence (P48145 whole entry, looked up): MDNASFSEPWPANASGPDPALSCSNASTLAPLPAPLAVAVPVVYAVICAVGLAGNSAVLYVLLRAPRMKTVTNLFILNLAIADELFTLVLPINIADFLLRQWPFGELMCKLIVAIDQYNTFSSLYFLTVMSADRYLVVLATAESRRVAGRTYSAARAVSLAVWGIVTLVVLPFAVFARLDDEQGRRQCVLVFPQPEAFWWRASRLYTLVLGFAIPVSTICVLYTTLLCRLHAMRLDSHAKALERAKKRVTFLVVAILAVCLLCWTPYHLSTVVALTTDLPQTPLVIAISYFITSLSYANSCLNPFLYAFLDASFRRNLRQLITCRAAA
M18AAP inhibitor = PfM18AAP inhibitors, malaria aminopeptidase, primary screen, biochemical, QFRET, recombinant enzyme. inhibition, % at 7.35 µM. M18 aspartyl aminopeptidase (Plasmodium falciparum 3D7). actives 1.2% (n = 290,000). AID 1822, 2009. H-Glu-NHMec fluorogenic cleavage;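 active = inhibition above the campaign mean inhibition over all tested compounds plus 3 SD, cut at about 28% in these data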;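 note: 0% = plate median of test compound wells and 100% = 2 mM ZnCl2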
PHOSPHO1 block = PubChem AID 1565. recombinant PHOSPHO1, absorbance phosphatase assay. inhibition, % at 13.3 µM. actives 1.1% (n = 290,000); in the data active = inhibition above about 60%
Target sequence (Q8TCT1 whole entry, looked up): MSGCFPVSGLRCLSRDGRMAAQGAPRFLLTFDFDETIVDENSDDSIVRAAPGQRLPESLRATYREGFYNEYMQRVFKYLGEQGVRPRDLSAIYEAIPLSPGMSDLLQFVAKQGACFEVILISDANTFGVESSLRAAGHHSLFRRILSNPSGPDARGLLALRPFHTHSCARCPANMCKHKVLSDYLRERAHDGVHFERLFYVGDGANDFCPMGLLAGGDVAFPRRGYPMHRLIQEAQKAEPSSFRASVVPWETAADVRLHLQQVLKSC
FID counter = compounds displacing fluorescent DNA intercalator, primary screen, artefact control for HCV NS3 helicase inhibitor project, biochemical, FID fluorescence; actives 0.17% (n = 290,000); inhibition, % at 7.9 µM; DNA fluorescent intercalator displacement; in the data active = inhibition above about 37%;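 note: 0% = vehicle and 100% = reference compound; higher means more ethidium bromide displaced from hairpin DNA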
MEKK2 mut-MEK5 = MEK5 binding signal on mutant MEKK2 PB1, primary screen, biochemical, multiplex bead flow cytometry, Alexa488-MEK5; Alexa488-MEK5 binding to MEKK2 mutant; percent response, % at 10 µM; actives 0.35% (n = 290,000); in the data active = percent response above about 24%, passing the limit was not always enough; note: inactives centre near 1; some results filed as inactive read as strong as hits; reference of the scale not given here
MEKK3 PB1 HTS = modulators of MEKK3-MEK5 PB1 binding, primary screen, biochemical, wildtype MEKK3, multiplex bead flow cytometry, Alexa488-MEK5; Mitogen-activated protein kinase kinase kinase 3 (Homo sapiens), Q99759; bead-based flow cytometry, Alexa488-MEK5 binding to MEKK3; actives lie on both sides; 0 = blocked by unlabeled MEK5, 100 = vehicle; binding response (% of control), % at 10 µM; actives 1.4% (n = 290,000);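 active = binding response more than 3 SD above or below the average of its plate-row segment, actives on both sides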;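 note: Alexa488 bead fluorescence after subtracting the streptavidin-only scavenger bead signal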
NALP1 inh = NALP1 inflammasome inhibitors in reconstituted yeast, colorimetric, S. cerevisiae, triplicate retest; S. cerevisiae NALP1/ASC/caspase-1 growth, X-gal OD620, 72 h; inhibition, % at 10 µM; actives 0.61% (n = 280,000); AID 2071, 2009; in the data active = inhibition mostly above about 24%, no sharp cut-off; inactive = mostly below about 32%; note: some compounds called inactive have numbers as strong as hits
OXTR ag = human OXTR agonists, primary screen, fluorescence, CHO-OTR cells, Fluo-8 calcium. Oxytocin receptor (Homo sapiens), P30559. Fluo-8 calcium fluorescence; normalized: DMSO 0%, oxytocin 100%. activation, % at 3 µM. actives 0.32% (n = 320,000). AID 2435, 2010;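 active = activation above the mean of all tested compounds plus 3 SD, cutoff set per screening run, cut at about 20% in these data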;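 note: peak over basal fluorescence ratio from a 100 s FLIPR kinetic read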
Target sequence (P30559 whole entry, looked up): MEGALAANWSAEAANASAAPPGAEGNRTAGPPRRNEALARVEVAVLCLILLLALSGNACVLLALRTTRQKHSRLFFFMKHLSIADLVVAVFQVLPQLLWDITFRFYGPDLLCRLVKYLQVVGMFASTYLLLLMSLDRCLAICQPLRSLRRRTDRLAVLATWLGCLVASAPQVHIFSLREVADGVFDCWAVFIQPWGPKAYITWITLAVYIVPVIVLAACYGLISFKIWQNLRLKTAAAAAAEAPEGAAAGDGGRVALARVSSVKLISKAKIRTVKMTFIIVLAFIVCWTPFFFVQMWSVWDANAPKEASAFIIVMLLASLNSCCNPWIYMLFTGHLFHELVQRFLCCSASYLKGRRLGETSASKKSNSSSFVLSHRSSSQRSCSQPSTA
Numbers without * were called inactive; i = inactive; . = not tested or not shown.

SMILES	MEKK2 WT-MEK5	GPR7 antag	M18AAP inhibitor	PHOSPHO1 block	FID counter	MEKK2 mut-MEK5	MEKK3 PB1 HTS	NALP1 inh	OXTR ag
Cc1ccc(S(=O)(=O)N2CCN(CCc3ccccc3)CC2)c(C)c1	96	-15	3	24	-19	1	96	2	-1.5
CCOc1ccc(N2C(=O)c3cccnc3C2Nc2ccc(Cl)cc2)cc1 (configuration not stated)	85	-1	-1	56	-10	-9	90	-1	-1.1
CCOC(=O)N1CCN(C(=O)CSCC(=O)Nc2nc(-c3ccc(C)cc3)cs2)CC1	108	-5	-7	-6	0	7	107	30	4.4
O=C(Cc1ccccc1)NN1CCCCC1	93	-14	-4	39	-5	-2	94	-9	0.5
COc1ccc(NC(=O)CSc2nnc(Cn3cnc4ccccc43)o2)cc1	100	-13	2	-29	-6	-1	101	-11	-0.5
C/C(CC1(O)C(=O)Nc2ccccc21)=N\O (configuration not stated)	102	11	7	0	3	3	101	5	-0.3
NC1=NC(=O)/C(=C\c2cccnc2)S1	97	-8	4	20	-1	-4	97	2	0.4
CCOc1ccc(NC(=S)NC(=O)c2cccnc2)c([N+](=O)[O-])c1	116	-22	14	-21	-3	10	107	1	-1.7
COc1c(C(=O)Nc2c(C)n(C)n(-c3ccccc3)c2=O)ccc2ccccc12	108	-11	-9	6	-12	-2	100	15	-1.0
Cc1ccc(OCC(=O)N[C@@H](C)c2nnc3ccccn23)cc1C	101	-4	-5	56	-12	-4	99	14	-0.5
COc1ccc(C(=O)NCCc2cn3ccccc3n2)cc1	102	-14	-4	2	-4	5	102	2	-0.4
COc1ccc(S(=O)(=O)N(C)c2ccc(C(=O)Nc3c(C)n(C)n(-c4ccccc4)c3=O)cc2)cc1	108	-3	-15	26	-24	8	105	-2	-0.5
CC(=O)OC(/C(O)=C(\C#N)c1nc2ccccc2[nH]1)c1ccccc1 (configuration not stated)	99	9	-4	-2	-10	1	100	-12	1.3
O=C(CCn1c(=O)sc2ccccc21)NCc1ccccc1	105	-4	3	5	-5	6	104	7	-0.4
Cn1c(-c2ccc(Cl)cc2)cnc1N	119	-10	16	-7	-1	3	100	-4	0.4
C=CCn1c(SCC(=O)c2cccs2)nc2sc(CC)cc2c1=O	100	-7	4	5	-1	-4	102	7	5.9
CCn1cc(CNC(=O)/C=C/c2ccc([N+](=O)[O-])cc2)c(C)n1	109	-5	-1	40	4	5	107	2	1.9
O=C(NCc1cccs1)C(=O)NCC1OCCCN1S(=O)(=O)c1cccs1 (configuration not stated)	103	-15	-6	42	-6	1	101	2	-1.0
CC(NC(=O)C1CC1)C(c1cccs1)N1CCOCC1 (configuration not stated)	105	-4	-9	-10	-1	5	99	.	0.8
Cc1ccc(C(=O)N/C(=C\c2ccco2)C(=O)NCCCN2CCOCC2)cc1C	104	-6	-7	37	3	0	101	2	1.3
Nc1nc(SCC(=O)N2CCN(S(=O)(=O)c3ccc(Cl)cc3)CC2)n[nH]1	99	-4	5	15	0	-1	101	-12	-1.6
O=C(Nc1ccc(Cl)cc1F)C1CCN(S(=O)(=O)c2cccc3nonc23)CC1	98	-3	2	6	4	-3	102	35	4.7
CCc1ccc(C(=O)/C=C2\Sc3ccccc3NC2=O)cc1	98	-10	14	4	-25	-2	99	-22	-0.5
O=C(Nc1cccc(NC(=O)c2ccc([N+](=O)[O-])o2)c1)c1ccco1	106	3	-3	27	-5	2	103	30	3.8
Cc1c(-c2ncn[nH]2)sc(C#N)c1-c1ccccc1	111	-11	2	32	12	0	119	21	1.2
CC(NC(=O)c1cccc(C(F)(F)F)c1)C(c1ccccc1)N1CCOCC1 (configuration not stated)	99	-4	5	6	-9	-1	98	-4	-2.4
O=c1ccccn1Cc1ccccc1F	99	6	-3	14	-2	3	100	-5	0.6
CC(=O)Nc1ccc(NC(=O)CSc2ccccn2)cc1	105	4	-8	5	-6	4	105	9	0.0
O=C(/C=C/Nc1ccc(F)cc1)c1ccc(Br)cc1	98	-5	3	32	-8	-1	97	8	-1.0
Cc1sc2ccccc2[n+]1CC(=O)c1ccccc1	102	6	52*	14	-20	-1	103	13	0.4
CCc1ccc(C(=O)NNc2ccc(S(N)(=O)=O)cc2)cc1	186*	-3	35*	37	-2	36	104	.	-0.3
CCOC(=O)C1CCN(C(=O)/C=C/c2ccccc2)CC1	102	-11	-2	-38	-15	3	102	-4	-0.6
Cc1occc1-c1nnc(SCC(=O)c2cc3ccccc3oc2=O)o1	101	-17	3	34	-17	6	101	17	0.6
COc1cc(NC(=O)c2ccc(COc3ccccc3Br)o2)cc(OC)c1OC	104	0	-1	-23	-23	-2	99	15	2.8
O=C(c1cccc(Br)c1)c1cn(-c2ccccc2)nc1C(=O)c1ccccc1	.	7	-3	-12	-3	.	.	22	0.7
COc1ccccc1NC(=O)Cc1nnc(SCC(=O)Nc2nccs2)n1C	99	-7	-5	23	-14	-4	102	12	16
O=C(Cn1cnc2ccccc2c1=O)NCCC(=O)Nc1ccc2c(c1)OCO2	86	16	5	4	0	-16	88	12	0.7
CNn1cnc2ccsc2c1=O	104	4	-2	15	8	1	101	-2	0.6
CN(Cc1ccccc1)c1ncnc2sccc12	98	1	-4	30	-16	3	102	-4	3.8
COc1cc(C(=S)N2CCOCC2)cc(OC)c1OC(=O)c1ccccc1[N+](=O)[O-]	99	-12	0	35	-24	12	101	4	0.7
O=C(COC(=O)CSc1cc(Cl)ccc1Cl)Nc1ncc(C(F)(F)F)cc1Cl	126	-1	0	-32	-7	18	101	13	-0.7
C/C(=N/NC(=O)C1COc2ccccc2O1)c1ccco1 (configuration not stated)	103	3	2	-18	-7	16	102	14	-0.6
CCOC(=O)c1nn(-c2cccc(Cl)c2)c(C)c1C(C)=O	100	3	4	-14	-7	-2	100	-17	-1.9
CC1(C)Cc2cccc(OCC(=O)OCC(=O)Nc3cccc(S(N)(=O)=O)c3)c2O1	99	10	-5	2	-8	0	96	.	-0.5
COC(=O)c1nnn(CC(=O)Nc2cccc(Cl)c2)c1C(=O)OC	109	7	6	7	-5	2	108	7	2.3
CCOc1ccc(OCC)c(NS(=O)(=O)c2cn(C)cn2)c1	97	-13	1	19	-4	-3	97	24	-0.1
O=C1N=C(N2CCCCC2)S/C1=C\c1ccc(Cl)cc1	102	2	4	20	-16	3	100	15	-0.9
O=C(NCCN1CCOCC1)Nc1ccccc1	.	5	3	8	7	.	.	9	0.4
Cc1c(-c2cc(Br)ccc2O)nc2cc3c(cc2c1C)OCO3	97	1	2	-7	-6	1	96	11	0.8
COc1nc(C)c2cc(C)oc2n1	102	-8	-3	-9	-3	1	103	24	0.5
Other entries.
SMILES	MEKK2 WT-MEK5	GPR7 antag	M18AAP inhibitor	PHOSPHO1 block	FID counter	MEKK2 mut-MEK5	MEKK3 PB1 HTS	NALP1 inh	OXTR ag
CCOC(=O)C1=C(C)NC(C)=C(C(=O)OCC)C1C(=O)OCC(=O)N(C)C1CCS(=O)(=O)C1 (configuration not stated)	99	-7	3	-11	-17	-3	98	-12	0.5
O=c1[nH]c(-c2ccco2)nc2sc3c(c12)CCCC3	100	-1	2	-1	-4	0	97	15	1.1
Cc1cc(C(=O)NN)c(C)o1	95	-5	-5	61*	-6	-4	99	-9	-0.7
CCN=C1SC(C(=O)Nc2cccc(C(=O)O)c2)CC(=O)N1CC (configuration not stated)	103	-2	-4	-1	-2	1	102	30	0.0
O=[N+]([O-])c1ccc2nc(-c3ccccn3)[nH]c2c1	90	-10	3	12	3	-17	86	i	-1.5
NS(=O)(=O)c1ccc(CCNC(=O)CSc2nnc3ccccn23)cc1	92	-6	-4	20	-1	4	92	-6	1.2
O=C(O)c1ccc2c(c1)N(Cc1ccccc1)C(=O)c1ccccc1S2	98	-6	0	37	-30	2	101	.	0.5
CCOC(=O)C(/C=N/c1cc(C)nn1-c1ccccc1)=C(\C)O	102	-5	5	0	-2	-1	103	12	1.5
CC(=O)c1cc2cc(O)ccc2o1	105	-5	4	89*	-3	1	102	-20	0.4
c1ccc(-n2ncc3c(NC4CCCCCC4)ncnc32)cc1	101	.	.	36	.	-3	97	10	-1.3
COCc1cc(C)nc(Nc2ccccc2OC)c1C#N	100	-26	0	.	-12	3	102	10	-2.3
CC(NC(=O)Cc1c(F)cccc1Cl)C1CCCO1 (configuration not stated)	105	0	-4	-4	0	4	103	4	0.5
Cc1sc2nc(SCC(=O)NCCO)n(-c3ccccc3)c(=O)c2c1C	95	-16	2	8	-8	-8	101	-9	-1.1
Oc1ccccc1-c1nnc2n1CCCCC2	99	-4	0	.	-5	4	102	1	.
CN1C(=O)/C(=C/C=C2/CCCN2C)N(C)C1=S	92	-4	0	-31	3	-8	110	16	-0.3
CC1CCC(NC(=O)CN2C(=O)c3cccnc3Oc3ccc(Cl)cc32)CC1 (configuration not stated)	100	5	-7	13	-20	-4	100	9	-0.9
O=S(=O)(Nc1cccc(-c2ccc3nncn3n2)c1)c1ccc(Cl)s1	91	-13	7	1	-22	-11	94	2	0.3
COc1ccc(S(=O)(=O)NC(CC(=O)NCCc2ccccc2)c2ccco2)cc1 (configuration not stated)	100	-6	8	-15	-10	3	101	5	-1.4
O=C(O)c1ccc(N/N=C/c2cc3c(cc2[N+](=O)[O-])OCO3)cc1	99	-7	28	24	-7	-5	101	1	-0.3
CC(C)c1ccccc1OCC(=O)Nc1ccc2[nH]ncc2c1	100	-8	-10	.	-23	1	100	.	-1.5

Five successive records from above, quoted:
SMILES	MEKK2 WT-MEK5	GPR7 antag	M18AAP inhibitor	PHOSPHO1 block	FID counter	MEKK2 mut-MEK5	MEKK3 PB1 HTS	NALP1 inh	OXTR ag
CC1CCC(NC(=O)CN2C(=O)c3cccnc3Oc3ccc(Cl)cc32)CC1 (configuration not stated)	100	5	-7	13	-20	-4	100	9	-0.9
O=S(=O)(Nc1cccc(-c2ccc3nncn3n2)c1)c1ccc(Cl)s1	91	-13	7	1	-22	-11	94	2	0.3
COc1ccc(S(=O)(=O)NC(CC(=O)NCCc2ccccc2)c2ccco2)cc1 (configuration not stated)	100	-6	8	-15	-10	3	101	5	-1.4
O=C(O)c1ccc(N/N=C/c2cc3c(cc2[N+](=O)[O-])OCO3)cc1	99	-7	28	24	-7	-5	101	1	-0.3
CC(C)c1ccccc1OCC(=O)Nc1ccc2[nH]ncc2c1	100	-8	-10	.	-23	1	100	.	-1.5

Continuation.
SMILES	MEKK2 WT-MEK5	GPR7 antag	M18AAP inhibitor	PHOSPHO1 block	FID counter	MEKK2 mut-MEK5	MEKK3 PB1 HTS	NALP1 inh	OXTR ag
Cc1ccc(S(=O)(=O)N(C)Cc2nc(-c3ccc(Br)cc3)no2)cc1	99	1	16	19	1	-2	98	-2	0.4
COc1cc(C2N(c3ccc(Cl)c(Cl)c3)C(=O)C3CCCN32)cc(OC)c1OC (configuration not stated)	99	-11	7	11	-4	-4	94	-5	2.9
CS(=O)(=O)c1ccc(Cl)c(S(=O)(=O)NCc2ccccc2)c1	95	4	6	-18	-2	-7	89	5	2.6
COc1cc(NC(=O)CCc2nnc3ccc(NCc4ccco4)nn23)cc(OC)c1	100	-4	10	28	-38	-1	99	6	-0.8
S=C(c1ccccc1)N1CCCC1	105	-7	-2	29	-1	1	107	6	-0.2
Cc1nc2ccccc2n1CC(=O)OCC(=O)Nc1ccc2c(c1)OCCO2	94	-8	10	-10	1	0	95	-1	2.5
CC(C)Oc1ccc(CNC(=O)CCCN2C(=O)C(c3ccccc3)Oc3cccnc32)cc1 (configuration not stated)	95	-3	-2	20	-17	0	100	12	-0.3
